NR2F2 inh – blocks human COUP-TFII nuclear receptor | P24468 | HEK293T NGFI-A luciferase reporter, luminescence | inhibition, % at 8.6 µM | 370,000 compounds, 0.7% hits | AID 686940;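 active means inhibition above a per-plate cutoff, mean inhibition of test wells between control levels plus 3 SD, cut at about 38% in these data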;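 further: cells cotransfected with COUP-TFII expression vector driving the NGFI-A reporter; 0% = median of COUP-TF2 test wells and 100% = reporter-only cells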
Target sequence (P24468 whole entry, looked up): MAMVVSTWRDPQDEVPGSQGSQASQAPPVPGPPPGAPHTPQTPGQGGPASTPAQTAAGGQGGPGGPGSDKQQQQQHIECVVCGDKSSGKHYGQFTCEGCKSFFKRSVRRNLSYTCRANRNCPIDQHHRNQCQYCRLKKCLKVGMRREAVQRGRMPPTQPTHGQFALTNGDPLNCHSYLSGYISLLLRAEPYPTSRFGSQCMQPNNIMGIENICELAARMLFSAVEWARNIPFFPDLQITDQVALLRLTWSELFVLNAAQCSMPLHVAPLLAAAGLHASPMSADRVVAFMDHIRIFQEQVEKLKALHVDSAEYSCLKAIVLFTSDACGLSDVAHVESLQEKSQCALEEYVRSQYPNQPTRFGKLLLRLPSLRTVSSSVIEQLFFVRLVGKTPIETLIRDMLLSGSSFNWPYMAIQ
EBV LMP1 NFkB – Epstein-Barr LMP1 NF-kappaB reporter inhibition; inhibition, % at 12.5 µM; 350,000 compounds, 0.69% hits; LMP1-induced NF-kappaB luciferase reporter cells, luminescence; in the data active means inhibition above about 41%;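 further: 0% = neutral control wells and 100% = reference inhibitor control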
SRC3 inh – inhibitors of human steroid receptor coactivator 3 (SRC3); Q9Y6Q9; HEK293 GAL4-SRC3 luciferase reporter, luminescence; inhibition, % at 3.6 µM; 360,000 compounds, 0.17% hits;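 active means inhibition above a per-campaign cutoff, the mean of all compounds plus 3 SD, cut at about 60% in these data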;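 further: 0% = DMSO-treated cells and 100% = gossypol-treated cells at 36 µM; higher means less SRC3-driven luciferase light from the GAL4 reporter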
TROY NFkB inh – inhibitors of TROY-dependent NF-kB signaling | Q293 LMP1-TROYcd NF-kB luciferase reporter, 4 h | inhibition, % at 10 µM | 360,000 compounds, 0.98% hits;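 active means compounds whose plate-normalised and pattern-corrected inhibition of the luciferase reporter signal at the single screening dose is 50% or more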
Shn3 3UTR inh – reduces Shn3 3'UTR luciferase signal in osteoblasts; 360,000 compounds, 0.52% hits; inhibition, % at 12.5 µM; Clone20 osteoblast Shn3 3'UTR firefly luciferase, 24 h;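 active means mean inhibition of at least 75% with every replicate also reaching 75%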;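 further: 0% = median of neutral control wells and 100% = pilot-screen positive control compound; some compounds past the cut are filed as inactive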
KKLEB tox – reduces viability of KKLEB cystic fibrosis airway cells; KKLEB CF airway cells viability, ATPlite luminescence, overnight; hits give low values; cells stimulated with P. aeruginosa culture filtrate; activity change (cytotoxicity), % at 5 µM; 360,000 compounds, 0.36% hits;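 active means corrected activity change at or below -50% at 5 µM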
NR5A2 inv ag – NR5A2 inverse agonism in reporter assay | HEK293T StAR-luciferase reporter, LRH-1 transfected, 24 h | inhibition, % at 3.6 µM | AID 602396 | 360,000 compounds, 0.13% hits | O00482;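 active means inhibition above the mean inhibition of all tested compounds plus 3 SD, cut at about 73% in these data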;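 further: 0% = DMSO wells and 100% = reporter-only cells lacking LRH-1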
Target sequence (O00482 whole entry, looked up): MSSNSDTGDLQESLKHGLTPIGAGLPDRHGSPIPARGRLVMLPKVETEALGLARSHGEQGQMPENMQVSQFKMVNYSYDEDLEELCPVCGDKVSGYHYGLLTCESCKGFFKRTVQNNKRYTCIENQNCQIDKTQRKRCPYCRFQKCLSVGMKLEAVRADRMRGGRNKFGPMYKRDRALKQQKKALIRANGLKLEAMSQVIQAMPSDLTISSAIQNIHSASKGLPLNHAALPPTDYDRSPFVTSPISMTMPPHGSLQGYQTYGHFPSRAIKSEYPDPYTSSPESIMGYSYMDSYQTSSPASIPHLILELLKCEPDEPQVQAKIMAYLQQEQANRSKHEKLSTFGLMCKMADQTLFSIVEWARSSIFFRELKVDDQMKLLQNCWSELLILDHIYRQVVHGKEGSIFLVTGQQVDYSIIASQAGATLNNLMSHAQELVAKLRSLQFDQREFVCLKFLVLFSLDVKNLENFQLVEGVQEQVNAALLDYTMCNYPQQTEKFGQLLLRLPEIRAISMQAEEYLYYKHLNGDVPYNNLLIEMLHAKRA
CF NFkB inh – blocks PAF-induced NF-kB reporter in cystic fibrosis cells. KKLEB NF-kB-GFP reporter, GFP fluorescence overnight. inhibition, % at 5 µM. 360,000 compounds, 0.86% hits;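 active means at least 50% inhibition at 5 µM, scaled per plate between neutral and stimulator controls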;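 further: PAF is a Pseudomonas aeruginosa culture filtrate used as stimulus; plate controls were PAF-stimulated DMSO wells for no effect and unstimulated DMSO wells for full effect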
TRAIL sens C8 – sensitizes caspase-8 expressing cells to TRAIL; NB7+C8 cells + TRAIL, ATPlite viability luminescence; inhibition (viability loss, TRAIL sensitization), % at 10 µM; 360,000 compounds, 1% hits; AID 624354;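 active means compounds causing at least 50% loss of cell viability in the single-dose screen, relative to plate controls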
TWEAK Fn14 block – TWEAK-Fn14 signaling inhibition; TWEAK-stimulated Fn14 reporter cells, luciferase luminescence, 8 h; inhibition, % at 10 µM; 360,000 compounds, 2% hits; AID 1159606; in the data active means inhibition above about 50%
SRC1 inh – inhibitors of human steroid receptor coactivator 1 (SRC1) | Q15788 | HEK293 GAL4-SRC1 luciferase reporter, luminescence | inhibition, % at 3.6 µM | 360,000 compounds, 0.12% hits;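 active means inhibition above the campaign mean plus 3 SD, with each screening campaign given its own cutoff, cut at about 60% in these data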;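 further: 0% = DMSO treated cells and 100% = gossypol at 36 µM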
* marks the source's active call; other numbers are inactive results; · = no result given. The list is partial; rates above refer to the full screens.

#	compound	NR2F2 inh	EBV LMP1 NFkB	SRC3 inh	TROY NFkB inh	Shn3 3UTR inh	KKLEB tox	NR5A2 inv ag	CF NFkB inh	TRAIL sens C8	TWEAK Fn14 block	SRC1 inh
1	COc1ccc(C(=O)OCC(=O)Nc2cc(C)c(C)cc2[N+](=O)[O-])cc1	5	-3	10	-8	2	-16	-4	2	-1	6	-3
2	CCOC(=O)CNC(=O)CSc1nnc(-c2ccccc2)c(-c2ccccc2)n1	11	-5	16	4	21	5	-5	-18	-5	-4	-19
3	CC1CN(c2nc3ccccn3c(=O)c2/C=C(\C#N)C(N)=O)CC(C)O1 (stereo not drawn)	15	-8	14	-22	0	-16	19	8	-8	91*	-30
4	COCCC(=O)N1CCC(Oc2ccc(C(=O)NCc3ccon3)cc2)CC1	-10	-6	-13	7	10	7	-2	-39	-2	6	-1
5	Cc1cnc(C(=O)OCC(=O)Nc2sc3c(c2C(N)=O)CCCC3)cn1	-1	-3	19	-1	15	-5	-16	16	-6	3	-8
6	O=C(CSc1nnc(-c2ccccc2)n1C1CCCCC1)N1CCCC1	4	4	19	1	0	-3	6	-32	-11	15	-10
7	COc1ccc(Nc2ccc(C(=O)O)cc2[N+](=O)[O-])cc1	-2	2	-2	7	11	4	-12	5	-10	2	2
8	CCOC(=O)c1cc2sc(C)cc2n1CC(=O)N(CC)CC	4	1	16	0	-3	-3	-7	-6	12	3	1
9	COc1ccc(C(=O)Nc2cccc(C(=O)N/N=C/c3ccc(OC)cc3OC)c2)cc1	-29	67*	-67	-26	10	7	-37	-10	36	22	-30
10	O=C1NCCCN1Cc1ccc(Cl)cc1	25	-3	7	-5	-8	4	-2	0	-26	6	16
11	O=C(Cc1cccc(NC(=O)C2CCCN(C(=O)C3CCCCC3)C2)c1)Nc1cccc(C(=O)N2CCOCC2)c1 (stereo not drawn)	2	-2	-4	-3	-8	1	11	-3	-6	-2	7
12	O=C(Cn1cnc2ccccc2c1=O)c1ccccc1	-21	0	-13	-28	-5	11	-31	-5	-17	-4	-23
13	O=C(NCCCN1CCCC1)c1ccc(CS(=O)(=O)c2c(Cl)cccc2Cl)o1	-9	-2	18	-7	-3	-5	0	5	-1	-1	6
14	CN(CC(=O)NNC(=O)CNC(=O)c1ccccc1F)S(=O)(=O)c1ccc(Cl)cc1	4	19	1	11	4	10	17	-1	14	10	-2
15	COc1ccccc1CN1C[C@@H]2C[C@@H](c3cccc(C)n3)N3CCC[C@@]23C1=O	2	2	13	3	-11	8	5	2	-1	-11	0
16	Cc1csc(NC(=O)c2ccc(C)s2)n1	-42	-34	-64	-20	-43	3	-79	-26	6	1	-86
17	Cc1cc(NC(=O)c2cccc(S(=O)(=O)Nc3cccc(C(=O)O)c3)c2)no1	4	10	-25	-5	-12	-23	-53	-26	14	9	-22
18	Cc1nc2ccccc2c(=O)n1/N=C/c1ccc2ccccc2c1O	·	0	19	16	85	-6	23	-3	10	3	8
19	O=C(/C=C/c1ccoc1)c1ccccc1O	-10	3	4	-12	22	6	-2	-10	-6	-2	-12
20	COc1ccc(/C=C/CN2CCN(Cc3ccccc3)C(CCO)C2)cc1 (stereo not drawn)	11	51*	-3	10	2	4	-3	-12	-2	8	-11
21	Cc1ccc(S(=O)(=O)NC2=NCN(C3CCCCC3)CN2)cc1	2	-15	0	3	-21	0	-4	-4	-3	1	10
22	c1ccc(-c2ccccc2OCCn2cncn2)cc1	8	0	7	21	4	10	-6	2	-10	11	7
23	CC1(C(=O)Nc2nccs2)Cc2ccccc2C(=O)O1 (stereo not drawn)	-8	-6	25	3	3	4	11	-12	-12	3	-5
24	COCCCNC(=O)CCc1nc2cccnc2n1Cc1ccccc1	7	-6	-2	-10	-16	10	17	-2	14	3	2
25	COc1ccc(-c2ccc3c(c2)S(=O)(=O)c2cccc(C(=O)NCCOc4ccccc4Cl)c2C3=O)cc1OC	18	-80	10	54*	13	-22	-4	0	76*	7	-8
26	O=C(NCc1ccccc1Cl)c1csc(COCCO)n1	-13	·	-21	-8	-14	1	-1	3	-6	-6	2
27	CCN(CC)c1ccc(C2C3CCCCC3(O)CCN2C(=O)c2cccs2)cc1 (stereo not drawn)	6	-1	5	-14	1	2	-11	-12	-9	-3	11
28	COc1ccc(C)cc1NC(=O)C1CCN(S(=O)(=O)c2ccccc2)CC1	5	-4	27	-12	11	5	-6	17	0	-18	3
29	CC1=C/C(=C(\c2ccc(O)c(C)c2)c2ccccc2S(=O)(=O)O)C=CC1=O	0	-2	-8	-6	-4	-5	3	9	-2	6	-5
30	CCN(c1ccccc1)S(=O)(=O)c1ccc(C(=O)Nc2ccc(C)cn2)cc1	2	5	-29	-5	-3	-20	-40	10	32	18	-30
31	N/C(=N\c1nc2c(c(=O)[nH]1)CCC2)Nc1cccc2ccccc12	2	-1	7	10	24	9	9	0	47	15	-2
32	CCN(CC)S(=O)(=O)c1ccc(C(=O)Nc2nnc(C(C)C)s2)cc1	15	-9	-19	-42	-4	1	1	12	-5	-25	-8
33	COc1ccc(C(=O)c2cccc(C(=O)c3ccc(OC)c(C)c3)c2)cc1C	8	7	-4	15	0	3	8	7	-13	-7	14
34	O=C(COc1ccccc1)Nc1ccc2c(c1)nc1n2CCOC1	-29	-13	-59	-33	-53	1	-63	-2	11	-5	-35
35	COc1ccc(NC(=O)Nc2ccc3c(c2)C(=O)N([C@H](C)CO)C[C@H](C)[C@@H](CN(C)S(C)(=O)=O)O3)cc1	5	-1	-7	-1	1	5	-2	-11	9	2	7
36	CC(C)CN(/C=N/c1sc2c(c1C#N)CCCCC2)CC(C)C	8	-13	18	24	11	3	-1	9	4	-2	-11
37	O=C(O)CCN1C(=O)/C(=C/c2cn(-c3ccccc3)nc2-c2cccs2)SC1=S	-1	-3	10	35	-2	5	-5	-3	7	7	-6
38	Cc1cc(NC(=O)CSc2nnc(Cn3c(=O)sc4ccccc43)n2-c2ccccc2C)no1	-40	-1	-8	-4	-5	-2	-2	10	3	-2	-9
39	Cc1ccc(-c2nc(CS(=O)CC(=O)NCCN3CCCCC3C)c(C)o2)cc1 (stereo not drawn)	10	-4	16	-4	-1	1	-5	6	-1	-13	4
40	CCOC(=O)c1ccc(S(=O)(=O)NC2CCCCCCC2)n1C	-19	4	-15	8	15	5	10	0	-12	9	-25
41	OC(COc1ccc(OCC(O)CN2CCCCCC2)cc1)CN1CCCCCC1 (stereo not drawn)	·	-3	-2	-5	-6	2	-2	-3	-15	-37	10
42	CCCCN(C(=O)c1cc(-c2ccc(F)cc2)nc2ccccc12)c1c(N)n(CCCC)c(=O)[nH]c1=O	11	-5	-1	-8	6	-33	12	18	19	8	-19
43	COc1ccc(C)cc1NC(=O)CN(C)S(=O)(=O)c1ccc2c(c1)c(=O)n(C)c(=O)n2C	·	-6	-19	15	-1	2	-2	-19	1	7	17
44	O=C1CC(c2ccc3c(c2)OCO3)Sc2nc3ccccc3n21 (stereo not drawn)	42*	-7	37	84*	-1	-27	39	9	31	89*	29
45	COc1ccc(N/C(N)=N/c2nc(C)cc(=O)[nH]2)cc1	-8	86*	-2	-7	16	2	3	-23	20	-10	-15
46	OCCNc1nc(Nc2ccccc2)nc(Nc2ccccc2)n1	-29	0	-41	-16	-2	-11	-8	6	-7	19	7
47	O=C(O)C1CCCCC1C(=O)NCCc1cccc(Cl)c1 (stereo not drawn)	-11	1	18	4	-13	9	-1	0	12	-6	-3
48	COc1ccc(-c2oc3cc(O)c(OC)c(O)c3c(=O)c2OC)cc1	-24	-5	-19	-36	-51	11	-35	-7	27	0	-40
49	CC1(C)Oc2ccc3ccc(=O)oc3c2/C(=C/Nc2ccccc2)C1=O	4	2	3	13	9	-13	4	14	19	47	3
50	Cc1cccc(NC(=O)CSc2ccc3nnc(-c4cccnc4)n3n2)c1	4	-2	10	-14	13	-18	7	18	12	-9	3
51	CCOC(=O)c1ccccc1NC(=S)N1CCC(C)CC1	-10	-4	20	6	-10	9	4	0	0	-10	-23
52	CSc1ncccc1C(=O)Nc1ccc(F)c(F)c1F	7	4	-3	1	10	0	6	-26	-1	6	1
53	CCOC(=O)C1CCN(C(=O)c2c(-c3c(F)cccc3Cl)noc2C)CC1	-4	-4	-19	6	-12	-6	-22	2	-4	-13	6
54	COc1ccc(CCNC(=O)CSc2nnc(Cc3cccn3C)n2C)cc1OC	0	-9	10	-7	-14	-9	-15	8	-7	-2	-12
55	CNC(=O)/C(C#N)=C/c1cc(C)n(-c2ccc(N3CCOCC3)cc2)c1C	20	2	8	16	10	0	-10	10	-11	21	7
56	Cn1cnnc1SCC(=O)NN(c1ccccc1)c1ccccc1	-5	-3	12	1	-40	20	5	1	-1	11	-18
57	Cc1cc(SCC(=O)c2ccccc2)n2ncc(-c3ccccc3)c2n1	-37	-40	-54	42	-12	-11	-5	-2	18	-26	-88
58	CNc1ccc(/C=C(\CCC(=O)O)c2nc3ccccc3s2)cc1[N+](=O)[O-]	1	-3	-1	-13	-3	2	9	19	1	-40	10
